# Bioassay records: PubChem BioAssay, National Center for Advancing Translational Sciences (NCATS)
# WRN inhibitor – blocks human WRN helicase | Q14191 | hit rate 0.46% among 360,000 | AID 651768 | WRN helicase unwinding, fluorescent forked duplex, kinetic | Potency, µM (series often up to 114 µM), inactives show at the top dose activity change, negative = inhibition, most hits filed as inhibitors; note: potency is the fitted concentration of half-maximal effect; % is set by controls: 0 for no effect and ±100 for the full control effect; nearly all actives have a fitted effect of over 55% in size
#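 Kinetic red-fluorescence monitoring (525/598 nm) tracks WRN helicase activity after 100 nM fluorophore-quencher forked duplex and 2 mM ATP are added to 20 nM enzyme pretreated 15 min at room temperature with compound.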
# PI5P4K alpha inh – blocks human PI5P4K alpha kinase activity. hit rate 1.2% among 330,000. P48426. max response, %. PI5P4Kalpha enzyme, ADP-Glo luminescence, 60 min; hits give low values; active = max response of -50% or lower; inconclusive = between -30% and -50%; inactive = -30% or higher; note: value at the top dose of about 77 µM; % is set by controls: 0 for no effect and ±100 for the full control effect
# Target sequence (P48426 whole entry, looked up): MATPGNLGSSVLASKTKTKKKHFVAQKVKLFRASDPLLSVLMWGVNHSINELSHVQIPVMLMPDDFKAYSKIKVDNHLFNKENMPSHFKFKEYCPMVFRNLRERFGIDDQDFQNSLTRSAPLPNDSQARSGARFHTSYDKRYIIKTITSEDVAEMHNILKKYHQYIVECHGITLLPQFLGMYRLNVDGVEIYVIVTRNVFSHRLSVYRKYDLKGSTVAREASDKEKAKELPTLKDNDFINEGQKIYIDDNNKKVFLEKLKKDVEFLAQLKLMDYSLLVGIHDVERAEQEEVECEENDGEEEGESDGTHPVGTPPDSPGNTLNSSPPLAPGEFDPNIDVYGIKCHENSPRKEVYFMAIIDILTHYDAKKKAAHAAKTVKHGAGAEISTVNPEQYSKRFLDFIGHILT
#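 PI5P4Kalpha ADP-Glo assay; 5 microM ATP final; 60 min RT reaction; HEPES pH 7.4/EGTA/CHAPS, 5% DMSO; controls lacking substrate or enzyme; luminescent end-point.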
# EPAC2 agonist – EPAC2 (human) agonism | Q8WZA2 | Potency, µM (titrated, usually from 154 µM), without a hit: top-dose activation, actives largely listed as activators | hit rate 0.079% among 360,000 | EPAC2 activation, biochemical qHTS; response scale: 100% = 6.5 mM cAMP response; note: potency is the fitted concentration of half-maximal effect; nearly all actives have a fitted effect of over 50% in size
#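 Compounds were added across a concentration range to EPAC2 (100 nM), RAP1B-BODIPY-GDP (250 nM) and GDP (50 uM). After 5 min at room temperature, fluorescence was recorded at 5-min intervals for 30 min.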
# IL2 activator – activators of IL-2. IL-2 activation reporter assay, cell-based qHTS; stimulated with anti-CD3/CD4/CD28 beads; in transgenic mouse T cells. activation, % (series mostly up to about 46 µM). hit rate 0.065% among 360,000. AID 652025; in the data active = activation above about 50%; inconclusive = mostly about 30% to 49%; note: 0% is about no effect
#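 Readout: EGFP and DsRed signals by fluorescent plate cytometry. Unstimulated transgenic mouse T cells received compound 60 min before antibody-bead stimulation, then incubated 18 h at 37 degrees C.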
# EPAC1 antagonist – blocks human EPAC1 exchange factor; O95398; EPAC1 GEF assay, Rap1b-BODIPY-GDP exchange fluorescence; Potency, µM (doses to about 115 µM), without a hit: at the highest dose activity change, negative = inhibition, most hits filed as inhibitors; hit rate 0.14% among 360,000;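 note: potency is the fitted concentration of half-maximal effect; plate controls were vehicle for no effect and positive control for full effect; nearly all actives have a fitted effect of over 50% in size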
# CCT chaperon mod – modulators of cytosolic chaperonin (CCT/TRiC) activity. purified chaperonin ATPase assay, HTRF ADP detection, 30 min. activity change, % (concentration not given with the values), hits read low. hit rate 0.3% among 360,000; in the data active = activity change below about -30%; note: % is set by controls: 0 for no effect and ±100 for the full control effect
#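 First, chaperonin was dispensed at 40 nM or 20 nM final depending on batch activity. Next, compounds were pinned at 76 uM and ATP added at 10 uM. After 30 min at 37 °C, ADP detection reagents ran 30 min at ambient temperature.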
# EPAC1 ag – activates human EPAC1 exchange factor. EPAC1 agonist qHTS, biochemical assay; response scale: 100% = response to 6.5 mM cAMP. AID 720707. hit rate 0.073% among 360,000. Potency, µM (top dose mostly 154 µM), for inactives: top-dose activation, actives largely listed as activators. O95398; note: potency is the fitted concentration of half-maximal effect; nearly all actives have a fitted effect of over 60% in size
#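 Normalized to 6.5 mM cAMP, activity reflects EPAC1-catalysed release of BODIPY-GDP from Rap1B, followed kinetically over 30 min at 480 nm excitation, 540 nm emission. Reaction contained 100 nM EPAC1, 250 nM Rap1B-BODIPY-GDP, 50 uM GDP.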
# PLK1 PBD inh – PLK1 (human) polo-box domain binding inhibition; P53350; Plk1 PBD binding of FITC phosphopeptide, fluorescence polarization; Potency, µM, for inactives: max response, negative = inhibition, actives largely listed as inhibitors; hit rate 2.8% among 360,000; AID 720504; note: potency is the fitted concentration of half-maximal effect; series mostly up to about 57 µM; % is set by controls: 0 for no effect and ±100 for the full control effect; nearly all actives have a fitted effect of over 65% in size
# Target sequence (P53350 whole entry, looked up, the tested form may be a part): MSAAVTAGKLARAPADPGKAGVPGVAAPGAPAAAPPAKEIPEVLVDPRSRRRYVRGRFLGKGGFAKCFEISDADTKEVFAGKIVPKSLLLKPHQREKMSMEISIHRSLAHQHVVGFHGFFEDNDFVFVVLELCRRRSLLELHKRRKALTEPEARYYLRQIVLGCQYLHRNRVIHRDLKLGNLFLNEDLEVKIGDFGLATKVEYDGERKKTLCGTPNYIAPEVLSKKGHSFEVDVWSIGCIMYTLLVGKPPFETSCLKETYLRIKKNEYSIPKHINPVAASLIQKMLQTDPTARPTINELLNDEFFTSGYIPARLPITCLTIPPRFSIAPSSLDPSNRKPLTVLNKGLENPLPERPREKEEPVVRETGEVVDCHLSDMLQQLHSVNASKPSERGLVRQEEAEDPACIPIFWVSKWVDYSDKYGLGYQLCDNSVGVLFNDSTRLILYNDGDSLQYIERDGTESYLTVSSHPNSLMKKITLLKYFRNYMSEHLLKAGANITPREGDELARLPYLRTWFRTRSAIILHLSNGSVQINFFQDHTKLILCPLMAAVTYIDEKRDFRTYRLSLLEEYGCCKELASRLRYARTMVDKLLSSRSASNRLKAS
# Active calls of the source: *; ? = inconclusive; . = no result given; [ ] = dose if it differs, or a comment. Unless noted, calls come from the whole dose curve; as a rule, active = well fitted curve in the direction sought with a large enough effect; inconclusive = small, poorly fitted or top-dose-only effect, or another doubt; inactive = no such curve, though single readings can be large; an effect the other way counts as inactive or inconclusive. Only part of the results is shown; the hit share may differ from the screen's.
Molecule	WRN inhibitor	PI5P4K alpha inh	EPAC2 agonist	IL2 activator	EPAC1 antagonist	CCT chaperon mod	EPAC1 ag	PLK1 PBD inh
CN(C)CCCN1C(=O)CSC1c1ccc([N+](=O)[O-])cc1 (configuration not stated)	-6%	1	1%	-1.8	-3%	0.4	10%	-8%
COC(=O)Nc1nc(-c2cc(Cl)ccc2Cl)cs1	5%	-4	-1%	-0.8	?	-0.6	5%	-19%
CC(C)CSc1ccc(S(=O)(=O)NCC(=O)O)cc1[N+](=O)[O-]	-1%	2	1%	-0.4	7%	1.7	13%	-19%
CCCCn1c(SCC(=O)Nc2nnc(CC)s2)nc2c1c(=O)n(C)c(=O)n2C	-4%	.	7%	0.2	6%	2.8	-2%	-5%
COc1ccc(NC(=O)c2cc(S(=O)(=O)N3CCc4ccccc43)cn2C)cc1	-10%	11	9%	-3.6	?	1.3	3%	7%
Cc1cccc2c3nc4ccccc4nc3n(CCCN3C(=O)c4ccccc4C3=O)c12	-10%	0	13%	-1.7	-3%	-0.7	1%	-22%
CC(=O)Nc1ccc(NC(=O)C23CC4CC(C2)CC(n2cnc(Br)n2)(C4)C3)cc1	1%	0	-1%	0.1	22%	1.0	0%	0%
Cc1ccc(C)c2[nH]c(=O)c(CN(CC3CCCO3)C(=S)NCc3ccco3)cc12 (configuration not stated)	2%	1	9%	-0.8	-7%	-5.9	-3%	-16%
CCOc1ccc(NC(=O)C(C)N2C(=O)c3ccccc3S2(=O)=O)cc1 (configuration not stated)	-23%	6	7%	0.0	-6%	0.5	-9%	0%
COC(=O)c1ccc(C2C(C#N)=C(C)NC3=C2C(=O)CC(C)(C)C3)cc1 (configuration not stated)	-23%	5	2%	-2.7	-14%	-0.1	-3%	?
CCc1nc2ccc(C(=O)N(C)CCCN(C)C)cn2c1N(C=O)CCC(C)C	2%	0	9%	0.6	0%	0.3	-6%	-13%
CC(C)Nc1nc(Nc2ccccc2Cl)c2sccc2n1	8%	5	5%	-1.0	-19%	-0.9	-12%	0%
O=C(COC(=O)c1cccnc1Cl)c1ccc(Cl)s1	-7%	-1	12%	-0.4	-13%	-2.1	7%	-17%
Cc1ccc(CNC(=O)COC(=O)c2cc(=O)[nH]c3ccccc23)cc1	0%	-1	4%	0.3	8%	-2.1	-13%	-11%
CCOC(=O)C1CCCN(C(=O)c2cccc([N+](=O)[O-])c2C)C1 (configuration not stated)	11%[57.1 µM]	-5	11%	-0.6	14%	2.3	-2%	-12%
Fc1ccc(-c2nnn(Cc3ccc(F)cc3Cl)n2)cc1	1%	2	10%	-6.2	-16%	-1.9	-2%	2%
O=C(COc1ccccc1)NC(=S)Nc1cccc2cc(O)ccc12	4%	0	14%	-1.0	8%	-1.4	1%	-11%
Nc1nc2c(Cl)cc(Cl)cc2s1	-6%	0	-2%	-4.0	16%	0.5	-3%	-23%
CC1CC2OC2CC1COC(=O)C1CC2OC2CC1C (configuration not stated)	8%	-2	7%	-0.1	-8%	0.4	5%	-6%
CC(=O)Nc1nc2ccc(NC(=O)c3ccco3)cc2s1	-9%	1	-2%	-1.0	-6%	0.3	-10%	-2%

# A different layout for nine compounds above.
# Second line of a record – WRN inhibitor, PI5P4K alpha inh, EPAC2 agonist, IL2 activator, EPAC1 antagonist, CCT chaperon mod, EPAC1 ag, PLK1 PBD inh
- CCOc1ccc(NC(=O)C(C)N2C(=O)c3ccccc3S2(=O)=O)cc1 (configuration not stated)
    -23%, 6, 7%, 0.0, -6%, 0.5, -9%, 0%
- COC(=O)c1ccc(C2C(C#N)=C(C)NC3=C2C(=O)CC(C)(C)C3)cc1 (configuration not stated)
    -23%, 5, 2%, -2.7, -14%, -0.1, -3%, ?
- CCc1nc2ccc(C(=O)N(C)CCCN(C)C)cn2c1N(C=O)CCC(C)C
    2%, 0, 9%, 0.6, 0%, 0.3, -6%, -13%
- CC(C)Nc1nc(Nc2ccccc2Cl)c2sccc2n1
    8%, 5, 5%, -1.0, -19%, -0.9, -12%, 0%
- O=C(COC(=O)c1cccnc1Cl)c1ccc(Cl)s1
    -7%, -1, 12%, -0.4, -13%, -2.1, 7%, -17%
- Cc1ccc(CNC(=O)COC(=O)c2cc(=O)[nH]c3ccccc23)cc1
    0%, -1, 4%, 0.3, 8%, -2.1, -13%, -11%
- CCOC(=O)C1CCCN(C(=O)c2cccc([N+](=O)[O-])c2C)C1 (configuration not stated)
    11%[57.1 µM], -5, 11%, -0.6, 14%, 2.3, -2%, -12%
- Fc1ccc(-c2nnn(Cc3ccc(F)cc3Cl)n2)cc1
    1%, 2, 10%, -6.2, -16%, -1.9, -2%, 2%
- O=C(COc1ccccc1)NC(=S)Nc1cccc2cc(O)ccc12
    4%, 0, 14%, -1.0, 8%, -1.4, 1%, -11%

# (cont.)
Molecule	WRN inhibitor	PI5P4K alpha inh	EPAC2 agonist	IL2 activator	EPAC1 antagonist	CCT chaperon mod	EPAC1 ag	PLK1 PBD inh
COc1ccc(NC(=O)CSc2nc3ccccc3c(=O)n2CCCN2CCC(C)CC2)c(OC)c1	6%	2	5%	-1.2	-20%	1.0	4%	-5%
Cc1cc(C(=O)COc2ccc(C#N)cc2)c(C)n1CC1CCCO1 (configuration not stated)	0%	-3	2%	-0.4	-1%	-0.4	-3%	-3%
CCOc1ccc(CNC(=O)C2CCN(c3nnc(C)c4c(C)n(-c5ccc(C)cc5)nc34)CC2)cc1	-32%[11.6 µM]	-4	0%	-1.0	?	-0.4	6%	-9%
CC1=C(C(=O)N(C(C)C)C(C)C)CC(CC(=O)NC(c2ccccc2)c2ccccc2)C(=O)N1CCCN1CCCC1=O (configuration not stated)	1%	0	2%	0.1	5%	0.7	-10%	-2%
COc1ccc(CN2CCNC(=O)C2CC(=O)NC2CCOCC2)cc1C (configuration not stated)	1%	12	3%	2.6	-11%	1.1	0%	-9%
COc1ccc(-c2ccc3c(c2)C2CC3CCN2C(=O)OCc2ccccc2)cc1 (configuration not stated)	-2%	2	-10%	-0.7	3%	-2.9	-6%	-2%
CCOC(=O)CON1C(=O)C(=O)N(OCC(=O)OCC)C2CCCCC21 (configuration not stated)	7%	-10	5%	2.1	14%	0.4	0%	3%
O=C1c2cccc3cc([N+](=O)[O-])cc(c23)C(=O)N1c1ccccc1O	5%[57.1 µM]	-1	3%	-0.3	1%	-2.4	-8%	-4%
CCc1ncc(CN2CCCC(C(=O)Nc3cccc(-c4ccc(F)cc4)c3)C2)cn1 (configuration not stated)	-6%	1	13%	2.1	-15%	-3.0	-24%	1%
COc1ccc(C(=O)C2CCCN(C(=O)C3=CCCC3)C2)c(C)c1 (configuration not stated)	-11%	1	7%	-0.8	6%	-1.5	9%	-9%
O=S(=O)(NC(=S)c1ccccc1)c1ccc(F)cc1	11%	-1	1%	-1.4	1%	-1.3	-2%	?
Cc1ccc(S(=O)(=O)Nc2ccc3c(c2)n(C)c(=O)n3C)c(C)c1	8%	2	0%	-3.0	-30%	0.4	-10%	-11%
O=C(NC1CCCC1)C(c1ccncc1)N(C(=O)c1ccco1)c1ccc(Cl)cc1 (configuration not stated)	-7%	0	2%	1.1	11%	0.2	4%	-11%
O=C(NCCCN1CCOCC1)c1ccc(-c2ccc(Cl)cc2)o1	7%	-2	1%	-2.5	7%	1.1	2%	2%
COCCNC(=S)NCCCNc1nc2cc3c(cc2cc1C#N)OCO3	-4%	.	2%	-1.1	-5%	0.5	1%	-24%
CCn1c(=O)cc(OCC(=O)Nc2ccc3c(c2)OCCO3)c2ccccc21	10%	-1	8%	-1.7	11%	-0.5	3%	-7%
Nc1nonc1-c1noc(N2CCCCC2)n1	-20%	2	5%	-3.1	-20%	-4.1	10%	-4%
Nc1ccc(Sc2nnnn2-c2ccccc2)c(Cl)c1	23%	.	-10%	-1.9	1%	-3.2	-2%	-1%
C=Cc1cc2c(cc1O)CCC1C2CCC2(C)C(O)CCC12 (configuration not stated)	2%	-12	10%	-0.1	-26%	-2.2	5%	1%
Nc1oc2ccccc2c(=O)c1C=O	-8%	-10	6%	1.6	-1%	-2.9	6%	1%
CC(=O)Nc1ccc(S(=O)(=O)N2CCN(c3cc(C)nc4ccccc34)CC2)cc1	-8%	-3	-2%	-0.3	4%	-1.3	4%	-2%
CC(C)C(NC(=O)C1CCCCC1)C(=O)NCCc1ccccc1 (configuration not stated)	3%	1	-1%	0.4	2%	-0.4	-4%	-3%
Cc1cccc(NC(=O)C2CCN(S(=O)(=O)c3c(C)c(C)cc(C)c3C)CC2)n1	-3%	14	17%	-4.0	-17%	-2.4	11%	-7%
CCOc1nc(OCC)c2[nH]c(C(=O)O)c(Br)c2n1	5%	?	13%	-0.2	0%	-0.5	8%	-6%
CCc1cc(=O)[nH]c(SCC(=O)N2CCCC2)n1	6%	-9	1%	0.0	-5%	-0.3	3%	-3%
COc1ccc(Cl)cc1N(C(C)C(=O)NC1CCCC1)S(C)(=O)=O (configuration not stated)	5%	-1	11%	-0.6	1%	-2.7	4%	-14%
CCCc1cc(=O)[nH]c(SCC(=O)N2CCN(S(=O)(=O)c3ccc4ccccc4c3)CC2)n1	-17%	7	8%	-0.3	-5%	-2.8	-3%	-4%
COc1ccc(OC)c(NC(=O)COC(=O)/C=C/c2c(C)nn(C3CCS(=O)(=O)C3)c2Cl)c1 (configuration not stated)	-6%	2	5%	1.8	-1%	-1.1	11%	-6%
CN(C)S(=O)(=O)c1ccc(Cl)c(NC(=O)CN2C(=O)NC(C)(C3CC3)C2=O)c1 (configuration not stated)	-3%	0	5%	1.9	5%	-0.8	-11%	2%
Cc1ccc(S(=O)(=O)NC(CC(C)C)C(=O)NCc2ccco2)cc1 (configuration not stated)	3%	.	2%	-0.5	15%	-1.2	6%	0%
Oc1ccc(Cl)cc1C=NN1CCCCCC1	-26%	5	12%	-0.8	-16%	0.5	11%	-10%
O=C(Oc1ccccc1)c1cccc(N2C(=O)CCC2=O)c1	-3%	.	3%	1.1	10%	4.3	-6%	-3%
